ADAM17 inh – ADAM17 inhibition, QFRET primary screen; 0.83% of 370,000 active; inhibition, % at 6.95 µM; recombinant ADAM17, EDANS/DABCYL FRET peptide cleavage; P78536;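 active means inhibition above the mean of compounds lying between control limits plus 3 SD, set per campaign, cut at about 8.5% in these data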;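 further: 0% = DMSO-only wells as the low control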
Target sequence (P78536 215-824 limits assumed): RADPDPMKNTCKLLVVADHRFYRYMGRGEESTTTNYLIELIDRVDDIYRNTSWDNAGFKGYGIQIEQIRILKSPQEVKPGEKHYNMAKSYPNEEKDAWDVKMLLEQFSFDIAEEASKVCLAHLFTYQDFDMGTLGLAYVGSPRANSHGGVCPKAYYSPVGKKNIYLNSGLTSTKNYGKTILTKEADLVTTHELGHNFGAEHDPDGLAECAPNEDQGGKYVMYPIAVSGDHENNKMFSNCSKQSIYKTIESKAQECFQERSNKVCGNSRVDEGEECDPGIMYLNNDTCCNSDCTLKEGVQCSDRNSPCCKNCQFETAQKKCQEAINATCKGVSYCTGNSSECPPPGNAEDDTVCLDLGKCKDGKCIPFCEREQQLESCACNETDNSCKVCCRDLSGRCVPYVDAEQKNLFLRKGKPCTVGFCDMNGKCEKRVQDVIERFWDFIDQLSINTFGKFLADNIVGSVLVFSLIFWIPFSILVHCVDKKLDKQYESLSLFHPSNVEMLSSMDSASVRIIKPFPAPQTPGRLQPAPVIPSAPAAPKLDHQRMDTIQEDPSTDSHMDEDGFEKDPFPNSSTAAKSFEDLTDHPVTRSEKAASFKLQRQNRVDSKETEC
MBD2 DNA inh – MBD2-methylated oligo binding inhibition. TR-FRET, MBD2 binding to methylated oligonucleotide. Q9UBB5. AID 686964. inhibition, % at 4.4 µM. 0.31% of 370,000 active; in the data active means inhibition above about 13%
Target sequence (Q9UBB5 whole entry, looked up): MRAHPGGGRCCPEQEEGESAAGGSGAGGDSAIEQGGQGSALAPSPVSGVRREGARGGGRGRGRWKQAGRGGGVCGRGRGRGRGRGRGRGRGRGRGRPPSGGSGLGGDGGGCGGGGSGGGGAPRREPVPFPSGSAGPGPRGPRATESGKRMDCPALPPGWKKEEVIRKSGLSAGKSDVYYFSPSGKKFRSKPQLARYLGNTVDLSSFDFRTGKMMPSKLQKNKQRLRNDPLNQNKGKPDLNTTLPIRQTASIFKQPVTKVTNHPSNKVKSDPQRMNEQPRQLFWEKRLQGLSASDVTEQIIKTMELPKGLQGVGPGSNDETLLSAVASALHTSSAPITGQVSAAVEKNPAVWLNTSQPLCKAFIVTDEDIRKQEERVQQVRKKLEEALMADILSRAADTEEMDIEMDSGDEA
DDE Tn6 FP inh – inhibitors of Tn6 peptide binding to human fibrin DD(E); AID 720509; inhibition, % at 8.3 µM; P02675; 0.21% of 370,000 active; Fibrin DD(E) TRITC-Tn6 fluorescence polarization displacement;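 active means inhibition above a per-campaign cutoff: mean of compounds within control limits plus 3 SD, cut at about 15% in these data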;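 further: 0% = median of all compound wells on the plate and 100% = blocking peptide control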
PLCg1 inh – inhibitors of human phospholipase C gamma1; P19174; AID 720700; inhibition, % at 12.2 µM; 0.84% of 370,000 active; purified PLC-gamma1, fluorogenic substrate, fluorescence; in the data active means inhibition above about 9.5%
proKLK7 act – activates the human kallikrein-7 zymogen. activation, % at 7 µM. P49862. 0.9% of 370,000 active. purified proKLK7, EDANS-DABCYL substrate fluorescence; 100% is mature enzyme control, 0% vehicle;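 active means activation above the mean of all tested compounds plus 3 SD, computed per campaign excluding outliers beyond control limits, cut at about 13% in these data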
PLCb3 inh – inhibitors of human phospholipase C beta3; inhibition, % at 12.2 µM; Q01970; Purified PLC-beta3, fluorogenic substrate, fluorescence; AID 720704; 0.18% of 370,000 active; in the data active means inhibition above about 11%;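 further: 0% = median of compound wells on plate and 100% = full blocker control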
UHRF1 MBD2 ctr – blocks human UHRF1 binding to methylated DNA | Q96T88 | UHRF1 binding to methylated oligo, TR-FRET | inhibition, % at 4.4 µM | 0.75% of 370,000 active | AID 687016; in the data active means inhibition above about 21%;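 further: UHRF1 SRA domain binding a hemimethylated CpG hairpin DNA probe; 0% = median of test compound wells and 100% = reference inhibitor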
ARFGAP1 inh – rat ARFGAP1 inhibition | Q62848 | Arfgap1-stimulated ARF1 GTP hydrolysis, GDP FP detection | inhibition, % at 16.5 µM | 0.26% of 360,000 active;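 active means inhibition above a per-plate limit, mean inhibition of low control wells plus 3 SD, cut at about 25% in these data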;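 further: 0% = DMSO wells with enzyme and 100% = wells lacking Arfgap1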
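Material: truncated rat Arfgap1 GAP domain; Incubation: compound-enzyme preincubation 20 min, reaction 120 min, detection 60 min, 25 °C; Read-out: percent inhibition of Arfgap1-stimulated GTP hydrolysis; Technique: FP, GDP Alexa 633 tracer displaced from anti-GDP antibody, 620/688 nm; Controls: No-Arfgap1 wells (100%) versus DMSO full-reaction wells (0%); Replication: single well per compound.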
ASAP1 GAP inh – inhibitors of human ASAP1 ArfGAP activity | inhibition, % at 16.5 µM | 0.19% of 360,000 active | Q9ULH1 | ASAP1-stimulated ARF1 GTP hydrolysis, GDP FP detection; in the data active means inhibition above about 25%;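 further: 0% = vehicle with enzyme and substrate and 100% = no enzyme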
Tn7 DDE FP – inhibitors of Tn7 peptide binding to human fibrin DD(E). P02675. FP displacement of FITC-Tn7 peptide from fibrin DD(E); 0% = median of compound wells per plate. inhibition, % at 8.3 µM. 0.13% of 370,000 active. AID 720508;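 active means inhibition above the mean of compounds falling within the control limits plus 3 SD of them, cut at about 14% in these data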;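 further: 0% = plate median of compound wells and 100% = 10 µM Aha-Tn7 peptide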
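Test system – human fibrin DD(E) · Times – 10 min preincubation, 3 h with tracer, room temperature · Detection – fluorescence polarization of the labelled Tn7 tracer · Measure – percent inhibition normalized to high-control wells · Benchmarks – high control wells with 10 µM unlabelled Aha-Tn7 peptide (full inhibition) · Repeats – singlicate testing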
Starred values were filed as active, the others as inactive.

(1) CC(C)Cc1nc2c(nnn2Cc2ccccc2F)c(=O)[nH]1
(2) O=C(Nc1cccc([N+](=O)[O-])c1)C1CC(=O)N(C2CCCCC2)C1 (stereo not given)
(3) Nc1nc(SCc2ccccn2)c2ncn(C3OC(CO)C(O)C3O)c2n1 (stereo not given)
(4) O=C(O)C1C2CCC(C2)C1C(=O)NCCCn1ccnc1 (stereo not given)
(5) CCC1CC(C(=O)Nc2ccccc2)C(=O)O1 (stereo not given)
(6) Cc1ccc(-n2nc(C(=O)NN)c(C)c(C#N)c2=O)cc1Cl
(7) OC(COc1ccc(F)cc1Cl)CN1CCc2ccccc2C1 (stereo not given)
(8) N#C/C(=C(/O)Cc1cccc2ccccc12)c1nc2ccccc2s1
Compound	1	2	3	4	5	6	7	8
ADAM17 inh	-6	-4	-3	-2	-1	3	-8	-2
MBD2 DNA inh	-7	-1	2	-2	-3	-1	7	-5
DDE Tn6 FP inh	0	4	1	-1	2	9	-7	2
PLCg1 inh	-2	0	-1	2	-1	-13	-1	-2
proKLK7 act	-0.3	0.9	0.5	-0.2	-0.4	-1.8	0.6	-0.2
PLCb3 inh	-9	-3	1	1	-3	-17	-8	-4
UHRF1 MBD2 ctr	0	-3	-3	2	0	5	3	1
ARFGAP1 inh	4	2	-10	-1	-4	5	3	2
ASAP1 GAP inh	8	-4	-12	-3	-5	8	0	-3
Tn7 DDE FP	3	-3	-3	1	3	-1	1	-2

(9) CC[C@]12c3[nH]c4ccccc4c3CCN1C(=O)C(CC(=O)NCc1ccco1)C[C@@H]2C(=O)N1CCN(C(=O)c2ccco2)CC1 (stereo not given in full)
(10) S=c1[nH]nc(-c2cc(-c3ccccc3)n[nH]2)n1/N=C/C(Br)=C/c1ccccc1
(11) CCN1CCN(C(=O)c2ccc(N3CC4CC(C3)c3cccc(=O)n3C4)c(NC(=O)c3cc(OC)cc(OC)c3)c2)CC1 (stereo not given)
(12) O=C(Oc1oc(-c2ccco2)nc1C=Nc1ccc(Cl)cc1)c1ccco1
(13) COC(=O)CC/C(O)=C1\C(=O)CC(C)(C)CC1=Nc1ccccc1OC
(14) Cc1ccc(NC(=O)CNCC2CCCCC2)cc1S(=O)(=O)N(C)C
(15) Cc1ccc(NS(=O)(=O)c2c(C)[nH]c(C)c2C(=O)N2CCCCC2)c(Br)c1
(16) CC12CCC(C3NC(=S)NN=C31)C2(C)C (stereo not given)
Compound	9	10	11	12	13	14	15	16
ADAM17 inh	-4	-4	-4	2	0	-6	3	-4
MBD2 DNA inh	0	3	4	3	-1	3	-4	-2
DDE Tn6 FP inh	0	-1	3	-4	-1	2	3	2
PLCg1 inh	-1	-3	0	4	4	-1	0	0
proKLK7 act	-0.3	-1.1	0.5	-0.2	-0.2	0.0	0.2	0.5
PLCb3 inh	-2	-11	-1	0	4	-6	-6	-2
UHRF1 MBD2 ctr	2	-2	1	1	-1	-1	-1	-1
ARFGAP1 inh	-3	-1	3	3	8	-3	0	-3
ASAP1 GAP inh	-7	3	10	-10	10	1	-6	-7
Tn7 DDE FP	11	3	-3	-3	-4	5	2	-5

(17) CCCCCCc1cc2cc(C(=O)Nc3ccc(OC)cc3)c(=O)oc2cc1O
(18) COc1ccc(-c2ccc(-c3noc(-c4ccco4)n3)c(OC)n2)cc1
(19) Cn1c(=O)c2[nH]c(CSCc3ccccc3)nc2n(C)c1=O
(20) COc1cccc(-c2nc(N3CCN(C)CC3)c3ccccc3n2)c1O
(21) CCCCC(c1nnnn1CC1CCCO1)N1CCN(c2cc(Cl)ccc2C)CC1 (stereo not given)
(22) CCn1c(COc2cc(C)cc(C)c2)nnc1SCC(=O)N1CCN(c2ccccc2)CC1
(23) C=CCNC(=O)CN1C(=O)C2C3c4ccccc4C(c4ccccc43)C2C1=O (stereo not given)
(24) CC1CN(S(=O)(=O)c2ccc(C(=O)Nc3nncs3)cc2)CC(C)O1 (stereo not given)
Compound	17	18	19	20	21	22	23	24
ADAM17 inh	-4	-93	-7	-1	3	-3	-30	-8
MBD2 DNA inh	-5	4	1	2	1	7	3	-4
DDE Tn6 FP inh	5	0	-10	-4	2	5	-7	-2
PLCg1 inh	-3	-76	0	2	7	9	-13	-1
proKLK7 act	-0.3	-33	-1.1	0.4	0.5	0.1	-1.7	0.0
PLCb3 inh	-5	-122	0	-6	5	1	-12	-2
UHRF1 MBD2 ctr	-3	0	6	12	3	0	-1	-1
ARFGAP1 inh	0	7	2	14	2	6	-1	9
ASAP1 GAP inh	8	-4	16	7	1	-9	6	11
Tn7 DDE FP	-5	2	3	3	4	0	0	3

Quoted from the listing:
#22 in Tn7 DDE FP shows 0
#20 in UHRF1 MBD2 ctr shows 12
#24 in DDE Tn6 FP inh shows -2
#21 in MBD2 DNA inh shows 1

New compounds follow:
(25) Cc1ccc(/C=N/Nc2ccc(F)cc2F)s1
(26) COc1ccccc1NS(=O)(=O)c1ccc(-c2cc(C)no2)s1
(27) O=C(Cn1c2ccccc2c(=O)c2ccccc21)N/N=C/c1cc([N+](=O)[O-])ccc1N1CCCCC1
(28) Cc1ccc(S(=O)(=O)c2nc(S(C)(=O)=O)sc2N2CCCCCC2)cc1
(29) COCCSc1nnc(NC(=O)c2ccc(NC(=O)C(C)C)cc2)s1
(30) N#Cc1c(-c2ccco2)cc(-c2ccccc2)[nH]c1=O
(31) O=C(CSc1nnc(COc2ccccc2)o1)N1CCN(c2ccccc2)CC1
(32) COc1ccc(F)cc1S(=O)(=O)NCC(c1ccco1)N1CCc2ccccc2C1 (stereo not given)
Compound	25	26	27	28	29	30	31	32
ADAM17 inh	-6	3	-24	-2	-1	-461	1	7
MBD2 DNA inh	-2	-2	-7	2	-2	-4	-8	-3
DDE Tn6 FP inh	-1	0	7	-9	-4	5	3	1
PLCg1 inh	0	5	-11	-2	-2	-287	-1	-4
proKLK7 act	-0.6	0.1	-1.0	0.5	1.1	9.5	0.2	0.4
PLCb3 inh	-8	-3	-9	-8	-3	-386	-1	-11
UHRF1 MBD2 ctr	0	2	-6	0	0	-5	-3	3
ARFGAP1 inh	0	0	-4	-6	11	-1	2	14
ASAP1 GAP inh	5	3	-2	-20	5	-6	10	13
Tn7 DDE FP	0	-4	-7	7	0	5	10	4

(33) CCN(C(=O)Cn1c(Cl)nc2c1c(=O)n(C)c(=O)n2C)C1CCCCC1
(34) Cn1c(SCC(=O)NC2CC2)nnc1-c1cccc(NC(=O)c2ccccc2F)c1
(35) O=C1CN(S(=O)(=O)c2cccc(C(=O)O)c2)c2ccccc2N1
(36) CCC(CO)Oc1cc(NCc2ccccc2C(F)(F)F)c2ncn(C(C)C)c2c1 (stereo not given)
(37) CC(/C=C/c1ccccc1)=N\NC(=S)NC(C)C
(38) NNC(=O)C1CC1(c1ccccc1)c1ccccc1 (stereo not given)
(39) CCOC(=O)[C@H]1[C@H]2COc3ccccc3[C@@H]2N2C(=O)c3cc(OC)ccc3NC(=O)[C@@]12C
(40) Nc1c(C(=O)Nc2ccc(F)cc2)nnn1-c1cccc(C(F)(F)F)c1
Compound	33	34	35	36	37	38	39	40
ADAM17 inh	0	-7	-1	-8	0	-4	-4	-1
MBD2 DNA inh	0	3	2	-1	0	5	2	1
DDE Tn6 FP inh	0	5	3	-4	-4	1	-7	-5
PLCg1 inh	-1	1	-14	-47	2	-5	-3	2
proKLK7 act	0.1	-0.1	3.3	0.1	0.7	0.0	0.2	0.6
PLCb3 inh	-3	-2	-27	-72	-2	-10	-8	-6
UHRF1 MBD2 ctr	0	-1	1	0	-2	23*	0	3
ARFGAP1 inh	-4	1	9	4	-1	8	9	2
ASAP1 GAP inh	-6	14	10	13	2	-2	9	-2
Tn7 DDE FP	1	0	-2	7	3	0	7	-6

(41) CCc1ccc(NC(=O)Cn2cnc3sc(C)c(S(=O)(=O)N4CCOCC4)c3c2=O)cc1
(42) COc1ccc(CC(=O)N(CCC2=CCCCC2)c2c(N)n(Cc3ccccc3)c(=O)[nH]c2=O)cc1OC
(43) COc1ccc(C(C)=O)cc1CN1C(=O)NC(c2ccccc2)(c2ccccc2)C1=O
(44) CC1C(=O)N(Cc2cn(Cc3ccco3)nn2)CCS(=O)(=O)N1Cc1ccc(-c2ccc(F)nc2)cc1 (stereo not given)
(45) Cn1nc(C(F)(F)F)c(C(=O)Nc2ccc(F)cc2F)c1Oc1cccc(Cl)c1
(46) Cc1ccsc1C1Nc2ccc3ncccc3c2C2=C1C(=O)CCC2 (stereo not given)
(47) O=C(NCc1cccs1)C1CCN(S(=O)(=O)N2CCCC2)CC1
(48) CCNC(=O)CC1C(=O)N(c2ccccc2)C(=O)N1Cc1ccc(OC)cc1 (stereo not given)
Compound	41	42	43	44	45	46	47	48
ADAM17 inh	-1	-2	0	3	0	-23	-3	-2
MBD2 DNA inh	5	-9	-6	-6	-2	-1	0	-5
DDE Tn6 FP inh	-3	7	0	2	-2	-1	1	8
PLCg1 inh	1	0	3	0	0	-37	0	-1
proKLK7 act	0.3	-0.1	0.1	0.5	0.0	1.2	-0.4	-0.1
PLCb3 inh	-4	-7	0	-1	1	-57	0	1
UHRF1 MBD2 ctr	0	-2	2	0	-2	-5	1	-2
ARFGAP1 inh	-13	-7	-11	4	1	-11	10	-13
ASAP1 GAP inh	-6	5	-1	-11	-10	8	3	-7
Tn7 DDE FP	0	4	-1	-2	4	-1	0	2

Records 44 to 48 of the list above:
(44) CC1C(=O)N(Cc2cn(Cc3ccco3)nn2)CCS(=O)(=O)N1Cc1ccc(-c2ccc(F)nc2)cc1 (stereo not given)
(45) Cn1nc(C(F)(F)F)c(C(=O)Nc2ccc(F)cc2F)c1Oc1cccc(Cl)c1
(46) Cc1ccsc1C1Nc2ccc3ncccc3c2C2=C1C(=O)CCC2 (stereo not given)
(47) O=C(NCc1cccs1)C1CCN(S(=O)(=O)N2CCCC2)CC1
(48) CCNC(=O)CC1C(=O)N(c2ccccc2)C(=O)N1Cc1ccc(OC)cc1 (stereo not given)
Compound	44	45	46	47	48
ADAM17 inh	3	0	-23	-3	-2
MBD2 DNA inh	-6	-2	-1	0	-5
DDE Tn6 FP inh	2	-2	-1	1	8
PLCg1 inh	0	0	-37	0	-1
proKLK7 act	0.5	0.0	1.2	-0.4	-0.1
PLCb3 inh	-1	1	-57	0	1
UHRF1 MBD2 ctr	0	-2	-5	1	-2
ARFGAP1 inh	4	1	-11	10	-13
ASAP1 GAP inh	-11	-10	8	3	-7
Tn7 DDE FP	-2	4	-1	0	2

Additional entries.
(49) O=C(CSc1ccc(-c2ccccc2)nn1)N1CCOCC1
(50) CCOC(=O)C(CCCP(=O)(c1ccccc1)c1ccccc1)(NC(C)=O)C(=O)OCC
(51) O=C(Cn1nc(-c2ccccc2)c2ccccc2c1=O)Nc1ccc(F)cc1
(52) N#CCSc1nc2c(c(=O)n1Cc1ccco1)C1(CCCC1)Cc1ccccc1-2
(53) CN(CCOc1ccccc1)S(=O)(=O)c1ccccc1C#N
Compound	49	50	51	52	53
ADAM17 inh	-6	0	1	3	-2
MBD2 DNA inh	1	-4	-1	-2	-2
DDE Tn6 FP inh	-1	1	2	11	-2
PLCg1 inh	2	9	4	-5	-2
proKLK7 act	0.1	0.3	1.4	-1.3	-0.6
PLCb3 inh	-1	0	-6	-6	-9
UHRF1 MBD2 ctr	1	1	-3	1	2
ARFGAP1 inh	-2	13	4	5	-5
ASAP1 GAP inh	13	-1	2	8	-3
Tn7 DDE FP	-1	0	-2	8	-1
